# Compound activity: PubChem BioAssay, The Scripps Research Institute Molecular Screening Center
# GPR7 antag – blocks human GPR7 receptor signaling | P48145 | GPR7-expressing cells, fluorescence antagonist assay | inhibition, % at 4.4 µM | hit rate 1.1% among 290,000; in the data active = inhibition above about 16%, passing the limit was not always enough;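 note: cells stimulated with the agonist NPW; 0% = agonist with vehicle and 100% = vehicle without agonist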
# Target sequence (P48145 whole entry, looked up): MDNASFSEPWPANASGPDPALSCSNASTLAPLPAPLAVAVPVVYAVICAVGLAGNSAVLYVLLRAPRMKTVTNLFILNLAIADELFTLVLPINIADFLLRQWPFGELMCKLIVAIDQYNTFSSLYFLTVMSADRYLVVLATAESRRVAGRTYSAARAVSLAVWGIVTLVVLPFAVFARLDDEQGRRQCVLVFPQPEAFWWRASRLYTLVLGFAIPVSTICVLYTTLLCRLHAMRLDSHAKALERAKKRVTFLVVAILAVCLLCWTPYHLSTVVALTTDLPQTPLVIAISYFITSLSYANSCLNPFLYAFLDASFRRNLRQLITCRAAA
# OXTR potentiate – human OXTR potentiation. hit rate 0.061% among 320,000. CHO-OTR cells, Fluo-8 calcium fluorescence, potentiator mode; 0% = oxytocin EC15, 100% = EC100. activation, % at 3 µM;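 active = activation above that plate's cutoff, the mean activation of tested compounds plus 3 SD, cut at about 6.6% in these data, passing the limit was not always enough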;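 note: 100% uses oxytocin at 75 nM as the full agonist control; some results filed as inactive read as strong as hits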
#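 Assay system: CHO cell line stably expressing human OTR | Also added: Oxytocin at about EC15, sub-maximal agonist stimulus | Times: Compound 6 min at room temperature before oxytocin, 100 s read | Measured by: Fluo-8 intracellular calcium fluorescence, ex 470-495, em 515-575 nm | Controls: EC15 oxytocin alone as 0%, 75 nM oxytocin as 100%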
# OXTR agonist – human OXTR agonism. P30559. CHO-OTR cells, Fluo-8 calcium fluorescence; normalized: DMSO 0%, oxytocin 100%. activation, % at 3 µM. hit rate 0.32% among 320,000. AID 2435;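 active = activation above the mean of all tested compounds plus 3 SD, cutoff set per screening run, cut at about 20% in these data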;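 note: peak over basal fluorescence ratio from a 100 s FLIPR kinetic read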
# V1R ag counter – counter-screen for oxytocin receptor agonists: human V1a receptor agonists | activation, % at 3 µM | P37288 | CHO-V1R cells, Fluo-8 calcium fluorescence, agonist mode; 0% DMSO, 100% 3 nM vasopressin | hit rate 0.25% among 320,000 | AID 2797;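 active = activation above the mean activation of all tested compounds plus 3 SD, per screening run, cut at about 20% in these data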;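 note: signal is peak over basal fluorescence ratio across a 100 second FLIPR read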
# Target sequence (P37288 whole entry, looked up): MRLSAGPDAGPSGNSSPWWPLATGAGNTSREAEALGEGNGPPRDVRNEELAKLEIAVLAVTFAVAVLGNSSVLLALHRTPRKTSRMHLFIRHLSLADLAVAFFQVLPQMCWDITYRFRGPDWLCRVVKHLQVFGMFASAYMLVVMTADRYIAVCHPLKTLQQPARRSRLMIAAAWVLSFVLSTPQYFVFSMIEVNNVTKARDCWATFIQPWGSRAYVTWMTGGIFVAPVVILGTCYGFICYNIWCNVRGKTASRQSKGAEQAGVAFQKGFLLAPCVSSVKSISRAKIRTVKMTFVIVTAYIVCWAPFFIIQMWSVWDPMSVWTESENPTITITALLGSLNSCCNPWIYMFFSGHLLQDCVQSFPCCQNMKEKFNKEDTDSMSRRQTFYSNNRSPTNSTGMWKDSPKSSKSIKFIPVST
# CHO parental Ca – signal in parental CHO cells, OX1R antagonist counter-screen; AID 463079; inhibition, % at 5.6 µM; parental CHO-K1, ATP-induced calcium, Fluo-8 fluorescence; hit rate 0.63% among 330,000;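 active = inhibition above that plate's mean sample inhibition plus 3 SD, cut at about 26% in these data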;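 note: 0% = ATP-challenged DMSO wells and 100% = DMSO wells without ATP; some compounds past the cut are filed as inactive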
#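 Assay system: parental CHO cells; Read-out basis: percent inhibition of ATP-evoked calcium rise, normalized to controls; Benchmarks: ATP and no-ATP DMSO wells; Compound dosing: single nominal dose of 5.6 µM per compound; Signal: Fluo-8 calcium dye fluorescence; Also added: ATP as calcium-mobilizing challenge; Repeats: singlicate.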
# M1 PAM parental – M1 PAM counterscreen hit in parental CHO-K1 cells. ATP EC20, Fluo-8 calcium fluorescence; 0% at ATP EC20, 100% at ATP max. activation, % at 3 µM. hit rate 0.02% among 360,000. AID 602247;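 active = activation above the run cutoff, the mean activation of all test compounds plus 3 SD, cut at about 40% in these data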;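 note: peak over basal fluorescence ratio in a 140 s read after ATP addition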
# TAAR1 antagonist – antagonists of human TAAR1; Q96RJ0; CHO RD-HGA16 TAAR1, Fluo-8 calcium fluorescence, antagonist; inhibition, % at 3 µM; hit rate 1.5% among 360,000; AID 624466;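 active = inhibition above a per-plate cutoff, the mean inhibition of test compounds on that plate plus 3 SD, cut at about 49% in these data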;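 note: 0% = DMSO plus EC80 beta-PEA response and 100% = DMSO alone without agonist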
# Target sequence (Q96RJ0 whole entry, looked up): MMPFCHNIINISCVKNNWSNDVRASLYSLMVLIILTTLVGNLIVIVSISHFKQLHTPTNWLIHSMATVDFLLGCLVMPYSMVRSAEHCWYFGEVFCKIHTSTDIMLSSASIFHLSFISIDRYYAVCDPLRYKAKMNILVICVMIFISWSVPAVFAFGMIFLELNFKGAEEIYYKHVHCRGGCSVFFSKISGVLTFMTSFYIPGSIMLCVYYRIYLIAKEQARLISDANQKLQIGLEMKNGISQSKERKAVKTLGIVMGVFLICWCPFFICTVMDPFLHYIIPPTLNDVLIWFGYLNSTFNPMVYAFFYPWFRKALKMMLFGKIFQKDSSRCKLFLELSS
#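 Material: RD-HGA16 CHO cells with stable hTAAR1 and Gα16; Dosing: single nominal final test compound concentration of 3 µM; Schedule: seeding 17-24 h prior, 75-min 37 °C, 30-min RT dye loading; Detection: kinetic Fluo-8 calcium fluorescence measurement; Measure: % inhibition from peak post-agonist over basal fluorescence ratio; Benchmarks: vehicle and agonist controls.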
# CHO-K1 Ca antag – counter-screen for M1 antagonists: effect in parental CHO-K1 cells; ATP-induced calcium, Fluo-8 fluorescence; inhibition, % at 3 µM; hit rate 0.6% among 360,000; AID 602250;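 active = inhibition above a per-plate cutoff, the plate's mean sample inhibition plus 3 SD, cut at about 24% in these data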;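 note: 0% = DMSO plus EC80 ATP and 100% = DMSO alone without ATP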
# CHO-K1 Ca ag – nonselective activator or artifact in parental CHO-K1 cells. activation, % at 3 µM. AID 602248. hit rate 0.48% among 360,000. Fluo-8 calcium fluorescence; scaled to maximal ATP response, vehicle zero; in the data active = activation above about 15%;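 note: untransfected CHO-K1 host cells lacking M1 receptor as counterscreen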
# Numbers without * were called inactive; nt = no result given.
SMILES,GPR7 antag,OXTR potentiate,OXTR agonist,V1R ag counter,CHO parental Ca,M1 PAM parental,TAAR1 antagonist,CHO-K1 Ca antag,CHO-K1 Ca ag
CN(C)CCC(=O)c1ccc2c(c1)OCO2,-8,2,1.7,0.5,-2,17,13,-12,0.2
O=C(Nc1ccc(O)c2c(=O)cc(-c3cccc(Cl)c3)oc12)c1cccc(Cl)c1,nt,-1,-0.9,-0.1,-24,5,-7,-10,0.0
CC(C)Cn1c(N)c(C(=O)COC(=O)c2ccccc2C(=O)c2ccccc2)c(=O)n(C)c1=O,nt,-5,-0.2,0.0,-6,0,25,-13,2.3
CN(C)S(=O)(=O)c1ccc(Cl)c(C(=O)Nc2ccc(S(=O)(=O)N3CCOCC3)cc2)c1,-2,-4,4.2,5.3,-5,5,2,-21,4.9
C=CCC1c2cccc(C(=O)O)c2C(=O)N1c1ccc(F)cc1 (stereo unspecified),-13,-7,-0.4,0.5,-2,6,3,-25,0.1
Brc1ccc2nc(C3CCCCC3)c(Cc3ccccc3)n2c1,nt,nt,nt,nt,nt,14,-20,-14,0.7
COc1ccc(Oc2nc(C)cc(C)c2S(=O)(=O)c2ccc(C)cc2)cc1,-14,-9,-1.0,-0.4,-16,12,0,-6,-0.4
COCCCNc1ccnc2c(Cl)cccc12,-6,-4,2.7,8.8,5,7,8,-7,1.2
CCCCCCCCN1C(=O)[C@H](CC(=O)NCCCCc2ccccc2)C[C@@]2(C(=O)OCC)CCCC=C12,nt,nt,nt,nt,nt,11,-27,-23,0.1
CC(=O)NC(CCS(C)(=O)=O)C(=O)Nc1cc(C)on1 (stereo unspecified),-12,-2,-0.1,2.0,-8,18,-16,-5,1.5
COc1ccc(C(CNC(=O)C(CCSC)NC(=O)c2ccccc2Cl)N2CCCCC2)cc1 (stereo unspecified),nt,1,0.1,-0.1,-22,5,6,-7,-0.8
COc1ccc(CNC(=O)C(C)OC(=O)CCN2C(=O)C3CC=CCC3C2=O)cc1 (stereo unspecified),nt,-3,-1.0,-0.5,-16,2,1,2,0.7
C[C@@H]1CC[C@@]2(O[C@@H](CCO)C[C@H](O)[C@H]2O)O1,nt,-7,-0.1,-0.5,-8,1,5,2,0.4
Cc1nnc2sc(-c3ccc(NC(=O)CSc4ccc(Cl)cc4)cc3)nn12,11,-16,1.1,2.7,-10,7,14,-4,0.3
CCN(C(=O)COC(=O)c1ccccc1NCc1ccco1)c1c(N)n(Cc2ccccc2)c(=O)[nH]c1=O,nt,nt,nt,nt,nt,-12,-2,-10,-0.1
O=C(c1cc2ccccc2o1)N1CCOCC1,nt,-3,0.6,0.2,0,19,-31,-15,0.6
CCN(CC(=O)Nc1c(F)cccc1F)C(=O)CCCc1c[nH]c2ccccc12,-7,-3,1.4,0.9,-15,5,-15,3,1.0
CCOc1ccc(CCN2C(=O)C(=O)N([C@@H](CC(C)C)CN3CCC[C@H]3CN3C(=O)C(=O)NC[C@@H]3CC(C)C)C[C@@H]2Cc2ccc(O)cc2)cc1,nt,nt,nt,nt,nt,9,-9,2,-0.3
Cc1nn2c(-c3ccccc3)ccnc2c1Br,-1,-8,-1.8,-0.6,-8,17,-13,-12,0.7
CC1CCCCN1C(=O)CCS(=O)(=O)c1cc2c(cc1Cl)NC(=O)CO2 (stereo unspecified),-8,-3,1.3,0.0,5,18,-19,-6,0.5

# The list goes on, starting with the last 3 of the part before.
SMILES,GPR7 antag,OXTR potentiate,OXTR agonist,V1R ag counter,CHO parental Ca,M1 PAM parental,TAAR1 antagonist,CHO-K1 Ca antag,CHO-K1 Ca ag
CCOc1ccc(CCN2C(=O)C(=O)N([C@@H](CC(C)C)CN3CCC[C@H]3CN3C(=O)C(=O)NC[C@@H]3CC(C)C)C[C@@H]2Cc2ccc(O)cc2)cc1,nt,nt,nt,nt,nt,9,-9,2,-0.3
Cc1nn2c(-c3ccccc3)ccnc2c1Br,-1,-8,-1.8,-0.6,-8,17,-13,-12,0.7
CC1CCCCN1C(=O)CCS(=O)(=O)c1cc2c(cc1Cl)NC(=O)CO2 (stereo unspecified),-8,-3,1.3,0.0,5,18,-19,-6,0.5
CC(=O)Nc1ccc(S(=O)(=O)N2CCN(c3cc(C)ccc3C)CC2)cc1,-5,-6,4.0,3.3,5,10,17,-7,3.4
CN(C)CCN1C(=O)C2C3C=CC(C3)C2C1=O (stereo unspecified),-2,2,-0.1,1.6,8,-9,9,9,-0.1
Nc1ncc(Br)cc1S(=O)(=O)NCCC(=O)N1CCN(c2ccccn2)CC1,-4,-7,0.8,2.2,-21,14,9,-20,2.8
Cc1cc(C)c2nc(SCC(=O)NCCN3C(=O)CSC3=O)cc(C)c2c1,-8,-5,-1.1,-0.2,-26,13,12,-4,0.4
C/C(=N\NC(=O)c1ccccc1)c1ccc(N2CCOCC2)cc1,6,-9,-0.9,0.1,5,-8,4,-4,0.4
CCCCCCP(=O)(O)c1ccccc1,-2,-8,0.5,0.9,-5,1,-8,-5,0.2
O=S(=O)(c1ccc(-c2cnc(C3CC3)o2)cc1)N1CCN(c2ccccc2)CC1,10,-7,0.1,-0.3,-11,13,15,-12,0.3
CCCCn1c(SCC(=O)NCc2ccco2)nnc1-c1ccoc1C,-5,-3,0.4,-0.2,-4,4,-6,-11,0.3
Cc1cc(C)c(C#N)c(Nc2cccc(C)c2C)n1,2,-5,-2.1,-0.8,-17,-3,-7,11,7.2
O=C1OCC/C1=C\NCCCCCCCCN/C=C1\CCOC1=O,nt,nt,nt,nt,nt,20,-17,-19,0.4
Cc1cccc(CC(=O)NCC2CCCCC2)c1,11,5,-1.2,0.1,-5,-4,nt,1,-0.4
COc1ccc(S(=O)(=O)N2CCOCC2)cc1C(=O)Nc1ccon1,-1,1,-0.3,0.8,-15,-3,-15,9,0.3
Cc1cccc(N(CC(=O)NC2CCCC2)C(=O)CS(=O)CC(=O)Nc2ccc3c(c2)OCO3)c1 (stereo unspecified),1,-6,0.2,-0.6,-12,-3,25,18,-0.3
NCCCn1c(C(=O)c2cc(Cl)c(N)c(Cl)c2)c2ccc(C(F)(F)F)cc2[n+]1[O-],nt,-6,6.4,4.1,-12,24,10,-4,3.6
O=C(Nc1ccc(S(=O)(=O)N2CCOCC2)cc1)c1ccc(Br)o1,-4,-15,1.1,1.6,-12,12,14,1,0.8
COc1ccc(CC(=O)NCC(=O)N/N=C/c2c[nH]c3ccccc23)cc1,-2,-1,-0.1,-0.3,-9,4,-11,-3,0.8
CC1CCN(C(=O)c2[nH]cnc2C(=O)Nc2ccccc2F)CC1,nt,nt,nt,nt,nt,4,-5,-4,0.3
CN(C)CC(CCC(CN(C)C)C(=O)c1ccccc1)C(=O)c1ccccc1 (stereo unspecified),38*,nt,nt,nt,nt,-3,nt,9,1.2
Cc1ccc(C2=NN(S(=O)(=O)c3ccccc3)C(c3ccco3)C2)cc1 (stereo unspecified),nt,1,-0.5,0.7,3,18,-14,-29,-0.6
CCc1cc(C(=O)c2ccc(OC)cc2)c(NC(=O)CCC(=O)O)s1,-15,2,0.8,1.5,-7,18,-5,-9,0.2

# 2 compounds picked at random from the list so far, as already listed:
SMILES,GPR7 antag,OXTR potentiate,OXTR agonist,V1R ag counter,CHO parental Ca,M1 PAM parental,TAAR1 antagonist,CHO-K1 Ca antag,CHO-K1 Ca ag
O=C1OCC/C1=C\NCCCCCCCCN/C=C1\CCOC1=O,nt,nt,nt,nt,nt,20,-17,-19,0.4
COc1ccc(Oc2nc(C)cc(C)c2S(=O)(=O)c2ccc(C)cc2)cc1,-14,-9,-1.0,-0.4,-16,12,0,-6,-0.4

# Later entries.
SMILES,GPR7 antag,OXTR potentiate,OXTR agonist,V1R ag counter,CHO parental Ca,M1 PAM parental,TAAR1 antagonist,CHO-K1 Ca antag,CHO-K1 Ca ag
CCCCCCCC(=O)N/N=C/c1ccc([N+](=O)[O-])o1,-7,-6,-0.9,-0.9,-2,18,4,-5,1.5
CCOC(=O)c1c(CN2CCCCC2)n(C)c2cc(Br)c(OC)cc12,10,1,-1.6,-1.7,-4,13,0,-4,-0.2
CN(C(=O)c1cccc(S(=O)(=O)NCc2ccccc2)c1)C1CCCCC1,nt,-8,0.7,2.2,-22,8,4,-10,0.4
O=c1[nH]n2c(-c3ccccc3)nc(O)c2c2ccccc12,-4,8,0.1,0.5,-12,13,13,-4,0.7
O=C(/C=C/c1ccc2c(c1)OCCCO2)c1ccccc1O,5,1,-0.2,-0.5,-16,-4,11,-4,0.8
O=C(CCN1C(=O)c2ccccc2C1=O)Nc1cccnc1,-14,3,1.3,0.9,-6,12,4,14,0.1
CCOc1ccc(/C(O)=C2/C(=O)C(=O)N(CCOCCO)C2c2cccnc2)cc1 (stereo unspecified),-9,-7,1.1,-0.5,-13,21,14,-9,0.7
Cc1cc(OC(=O)c2ccc3ccccc3c2)c([N+](=O)[O-])c(=O)[nH]1,-5,6,2.1,0.8,6,10,0,-4,-0.2
O=C(Nc1nc(-c2ccccc2)cs1)c1cccc([N+](=O)[O-])c1,3,-7,-1.4,2.0,-14,-3,31,2,1.5
COC(=O)C(=N/Nc1ccccc1C(=O)OC)/C(C)=N/O,-2,0,-2.5,-1.7,-19,5,-54,-17,-0.3
CC(C)n1c(SCC(=O)NCc2ccco2)nc2c1c(=O)n(C)c(=O)n2C,-22,-5,-0.6,-0.4,-12,11,5,-7,0.0
COc1ccc(C(NC(=O)N2CC(C)OC(C)C2)C(Cl)(Cl)Cl)cc1F (stereo unspecified),-5,-5,-1.6,-0.5,-20,17,-18,-2,0.2
OC(COc1ccc2ccccc2c1Br)Cn1ccnc1 (stereo unspecified),-3,-30,5.2,5.6,-9,4,3,-3,2.1
O=C1NC[C@@H](Cc2ccc(O)cc2)N(CCc2cccc(F)c2)C1=O,nt,-2,0.9,0.5,-3,-6,10,-5,-0.1
O=[N+]([O-])c1ccc(-c2cccnc2)cc1,nt,nt,nt,nt,nt,-14,6,-14,-0.2
C=CCN(CC=C)C(=S)Nc1cc(Cl)ccc1OC,-15,-11,-2.3,-1.6,-6,19,12,-13,-1.1
CCOc1ccc2nc(Cl)sc2c1,-12,4,-0.1,1.5,-10,-13,0,0,0.3
O=C(CN1C(=O)C2C3CCC(C3)C2C1=O)Oc1ccc2ccccc2c1 (stereo unspecified),2,-8,7.1,8.5,-17,4,-5,3,9.2

# Quoted from the entries so far for reference:
SMILES,GPR7 antag,OXTR potentiate,OXTR agonist,V1R ag counter,CHO parental Ca,M1 PAM parental,TAAR1 antagonist,CHO-K1 Ca antag,CHO-K1 Ca ag
CCOc1ccc2nc(Cl)sc2c1,-12,4,-0.1,1.5,-10,-13,0,0,0.3
O=C(CN1C(=O)C2C3CCC(C3)C2C1=O)Oc1ccc2ccccc2c1 (stereo unspecified),2,-8,7.1,8.5,-17,4,-5,3,9.2
